# Dynein cargo inh: inhibitors of GR-EGFP nuclear translocation, primary screen, dynein cargo transport inhibitor project, imaging, high-content, 3617.4 mouse cells; test concentration mostly 20 µM; stimulated with dexamethasone, 1 µM; stronger effect = lower value; z-score, hits read low; hit rate 0.47% among 220,000; AID 1381, 2008;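 active = plate z-score of nuclear minus cytoplasmic receptor signal below a set negative limit, without overly bright fluorescence or cell loss, cut at about -3.5 in these data, passing the limit was not always enough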;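 note: z-score of nuclear minus cytoplasmic ring GR-EGFP intensity difference per well; some compounds called inactive have numbers as strong as hits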
#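 Buffer or medium: tet-free, stripped-serum medium; reagent: dexamethasone at 1.0 µM final, 30 min; incubation: 48 h induction, 1 h compound, 30 min dex at 37 °C; measured by: formaldehyde fixation, Hoechst nuclear stain, 10x automated fluorescence imaging; read-out: nuclear-to-cytoplasmic GR-EGFP distribution per well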
# MT stabilize HCS: microtubule stabilizers in HeLa cells, primary screen, imaging, high-content imaging; HeLa tubulin immunostaining HCS, 24 h; share of cells brighter than vehicle mean+2SD; % tubulin-high responders, % at 10 µM; hit rate 0.83% among 200,000; AID 2205, 2009;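 active = plate Z-score above 3 for both tubulin-high and condensed-nucleus cell shares, with cell loss under 80%, at 10 µM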;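 note: anti alpha tubulin signal scored within the nucleus-defined area of each cell; some results filed as inactive read as strong as hits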
# WT yeast gro inh: growth inhibition of WT strain, primary screen, mitochondrial fusion inhibitor project, WT and mutant strains, chemical genetic | mitochondrial fusion phenotypic screen | inhibition, % at 10 µM | hit rate 2.1% among 190,000 | AID 1362, 2008; in the data active = inhibition above about 58%; tested in S. cerevisiae
# b-catenin transl: modulators of beta-catenin nuclear translocation, primary screen, imaging, HeLa cells, immunofluorescence, high-content. nuclear translocation activity, % at 5 µM. hit rate 0.3% among 190,000;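 active = nuclear translocation activity above 50% at 5 µM, with a well cell count of 50 or more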;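 note: per-cell ratio of nuclear to cytoplasmic median beta-catenin stain intensity; plate controls were DMSO negative control for no effect and GSK-3 inhibitor IX positive control for full effect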
#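 Signal – beta-catenin immunofluorescence imaging with DAPI · Test system – human HeLa cell line · Dosing – 5 µM primary single dose, 0.1% DMSO, 0.02–20 µM confirmation series · Measure – % activation, nuclear-to-cytoplasmic median beta-catenin signal ratio per cell · Incubation – 24 h compound exposure at 37°C, 5% CO2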
# Yfh1-depleted yeast: enhancers of respiration in Yfh1-depleted yeast, dose response, Friedreich's ataxia, plus single-dose screen (AID 1465); S. cerevisiae Yfh1-off respiration, WST-1 reduction, 72 h; higher fold induction means a stronger effect; fold induction at 50 µM; hits with a dose series show EC50 in µM; hit rate 0.074% among 220,000;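 active = fold induction of absorbance versus untreated yeast above a set limit, then at least 30% activation at any dose in follow-up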;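 note: activators that raise dye reduction in frataxin-depleted yeast; strong numbers were not always called active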
# PMI inhibition: human PMI inhibitors, high substrate, primary screen, biochemical, fluorescence intensity, high mannose 6-phosphate (AID 1220); Mannose-6-phosphate isomerase (Homo sapiens); inhibition, % at 20 µM; hits with a dose series show IC50 in µM; recombinant PMI enzyme, coupled fluorescence intensity; higher % means a stronger effect; hit rate 0.66% among 190,000
# Ins promoter up: insulin promoter activators in MIN6 cells, imaging, high-content screening, mouse beta cells; hit rate 0.3% among 190,000; MIN6 insulin promoter-GFP reporter; stronger effect = higher value; AID 1625, 2009; z-score at 5 µM;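 active = z-score above 3 at 5 µM with at least 500 cells counted in the well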
# Autophagy HCS: autophagy modulators in MEF cells, primary screen, imaging, high-content, MEF GFP-LC3; hit rate 0.98% among 190,000; calls only at 10 µM (by protocol); AID 463193, 2010; MEF GFP-LC3 puncta imaging; test concentration mostly 10 µM;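 active = percentage of spot-positive cells more than 3 SD above its plate mean, without a fluorescence outlier flag or 80% toxicity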;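 note: spot-positive cell cutoff set from DMSO-treated cells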
# human PMI inhibition: inhibitors of human PMI, primary screen, biochemical, fluorescence intensity, coupled assay (AID 1209); Mannose-6-phosphate isomerase (Homo sapiens); purified PMI enzyme, coupled fluorescence intensity; higher % means a stronger effect; inhibition, % at 20 µM, or IC50 in µM where a hit was titrated; hit rate 0.42% among 190,000;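 note: plate controls were DMSO vehicle for no effect and wells lacking substrate for full effect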
# WT yeast gro inh mutant strain: also measured in WT yeast gro inh; calls as there; inhibition, %; mitochondrial fusion phenotypic screen, mutant strain inhibition
# Dynein cargo inh cytoplasmic EGFP: further read-out of Dynein cargo inh, marked with its call; z-score; measured here: cytoplasmic GR-EGFP intensity; stronger effect = higher value
# Dynein cargo inh nuclear GR-EGFP: further read-out of Dynein cargo inh, marked with its call; z-score; measured here: nuclear GR-EGFP intensity;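 lower value marks the stronger effect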
# Dynein cargo inh cell count: also measured in Dynein cargo inh; calls as there; z-score; measured here: cell count per field
# Ins promoter up cell count: recorded beside Ins promoter up, whose call it bears; cell count; measured here: cytotoxicity, nuclei count;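 total cells summed across four imaged fields per well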
# b-catenin transl cell count 5 µM: second read-out of b-catenin transl, no call of its own (marks repeat the call); cell count; measured here: cell count, cytotoxicity flag
# MT stabilize HCS Hoechst-high %: further read-out of MT stabilize HCS, marked with its call; % Hoechst-high responders; measured here: nuclear condensation Hoechst responders;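 share of cells brighter than vehicle mean plus two SD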
# MT stabilize HCS cytotoxicity %: further read-out of MT stabilize HCS, marked with its call; toxicity, %; measured here: cytotoxicity by cell density;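 0% = mean cell density of plate MIN control wells and 100% = no cells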
# Autophagy HCS cell loss 18 h: further read-out of Autophagy HCS, marked with its call; toxicity, %; measured here: cell loss, nuclei count;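 cell loss after 18 h compound exposure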
# The depositor's hits bear a star; i = inactive; · = not tested or not shown. Cut-off read from the data, not from the text of the source, unless noted: active = inhibition above about 50%; inactive = the rest.
SMILES,Dynein cargo inh,Dynein cargo inh cytoplasmic EGFP,Dynein cargo inh nuclear GR-EGFP,Dynein cargo inh cell count,MT stabilize HCS,MT stabilize HCS Hoechst-high %,MT stabilize HCS cytotoxicity %,WT yeast gro inh,WT yeast gro inh mutant strain,b-catenin transl,b-catenin transl cell count 5 µM,Yfh1-depleted yeast,PMI inhibition,Ins promoter up,Ins promoter up cell count,Autophagy HCS,Autophagy HCS cell loss 18 h,human PMI inhibition
CCc1ccccc1NC(=O)CCN1C(=O)c2ccccc2C1=O,1.6,-0.17,1.5,-0.18,1.1,0.9,6.4,-9,3,·,·,i,-6%,-0.03,942,i,-18,-6%
COc1cc(CN2CCN(c3ccc(C)cc3)CC2)cc([N+](=O)[O-])c1O,-0.39,-0.15,0.23,1.1,2.8,1.2,6.5,4,8,-2.8,937,i,11%,1.3,1488,i,-24,7%
CN1CCN(C(=O)/C(=C/c2cccs2)NC(=O)c2ccco2)CC1,1.5,0.013,1.7,-2,2.3,0.7,5.4,32,11,-0.1,1452,i,-2%,0.1,1375,i,0,-5%
CC(C)CN(C(=O)CN1CCC(C)CC1)c1c(N)n(CC(C)C)c(=O)[nH]c1=O,3.2,-0.15,2.4,-2,3.3,1.3,7.4,8,9,0.0,1117,i,-5%,-0.43,1296,i,6,-5%
Cc1ccc(S(=O)(=O)n2[nH]c(=O)c(CCO)c2C)cc1,-0.17,-0.25,0.13,0.18,2.8,3.0,7.8,3,14,-1.3,1007,i,-9%,0.57,1563,i,-4,3%
O=C(Nc1ccccc1N1CCOCC1)c1ccc2ccccc2n1,-0.46,0.0056,0.087,0.43,1.6,3.0,0.7,-7,51,2.3,1120,i,15%,0.6,1283,i,-8,30%
O=c1c(/C=N/O)coc2ccc3ccccc3c12,0.051,-0.23,0.42,0.51,3.7,3.5,7.4,-14,-19,-1.3,888,i,-5%,0.76,1174,i,-8,-5%
Cc1cc(NC(=O)COC(=O)c2oc3c(ccc4ccccc43)c2C)no1,-0.35,-0.22,-0.59,0.25,2.2,2.9,6.2,9,-13,-0.4,961,i,-7%,0.1,1200,i,8,-9%
Cn1c(=S)ccc2ccccc21,0.66,-0.21,0.23,-0.34,1.7,1.3,5.9,-10,-18,-1.3,1101,i,-134%,-0.78,1329,i,-2,-83%
CCN(CC)c1ccc(/C=N/NC(=O)c2cccc(S(=O)(=O)N3CCOCC3)c2)c(O)c1,0.52,0.14,1,-1.4,2.5,0.6,24,-2,-1,1.3,753,i,0%,-6.4,761,i,24,0%
Cc1cnc(NC(=O)c2sc(Nc3ccccc3)nc2N)o1,-1.4,-0.21,-0.64,1.7,·,·,·,·,·,0.3,1301,i,·,-0.9,1042,·,·,·
COc1ccc(Cc2nnc(NC(=O)c3cccc(C)c3)s2)cc1,-0.22,-0.36,0.16,0.55,2.5,1.2,7.7,-2,-1,-0.5,1114,i,-6%,-0.87,1483,i,-14,3%
O=C1C(Cc2ccccc2)NC(=S)N1c1ccccc1 (stereo unspecified),-0.23,-0.22,-0.22,0.46,0.9,1.7,2.9,6,-2,5.9,1367,i,-10%,0.19,1596,i,-3,-7%
C(=C\c1ccccc1)/CNn1cnnc1,-0.47,-0.3,-0.55,0.11,4.0,2.1,4.7,-8,-22,3.8,486,i,4%,-0.01,1176,i,-8,0%
CCCCSc1n[nH]c(N)n1,0.075,-0.24,0.17,0.22,1.6,2.3,9.2,-8,10,0.1,872,i,-2%,-0.01,1142,i,-17,-5%
COC(=O)c1ccc(NC(=O)C2CC(=O)OC2c2ccccc2)cc1 (stereo unspecified),-0.4,1.1,0.006,-0.32,·,·,·,·,·,1.0,1322,i,·,-0.17,1132,·,·,·
O=C(O)CCc1ccc(-c2cccs2)n1-c1ccc(C(=O)O)cc1,0.12,-0.12,0.31,0.12,6.7,2.3,7.2,11,4,·,·,i,1%,-0.44,943,i,10,-1%
CC(C)=CCC/C(C)=C/C(N)=O,-0.22,-0.11,-0.26,0.0033,·,·,·,·,·,-2.0,1190,i,·,0.14,1398,·,·,·
O=C(CN(c1ccccc1Cl)S(=O)(=O)c1ccccc1)N/N=C/c1ccccc1C(=O)O,0.16,-0.35,0.46,-0.28,2.1,2.8,7.1,-6,-7,1.2,918,i,6%,0.18,1647,i,2,4%
CC(C)CNS(=O)(=O)c1ccc(CCC(=O)O)cc1,0.081,-0.23,0.26,0.57,3.1,1.3,1.1,-6,2,·,·,i,-2%,-0.63,1264,i,2,-2%
Cc1sc2c(c1C)C(=O)/C(=C\Nc1ccccn1)S(=O)(=O)N2C,9.1,1.9,5.2,-5.9,·,·,·,·,·,1.9,1296,i,·,0.18,1316,·,·,·
O=C(O)C1CSC2c3ccccc3C(=O)N12 (stereo unspecified),0.077,-0.26,-0.74,0.33,1.9,2.0,11,-17,-6,0.4,971,i,-10%,0.99,1656,i,0,0%
CSc1ncccc1C(=O)OCc1ccccc1Cl,-0.51,-0.32,-0.11,0.4,1.8,2.7,4.0,2,-17,-3.4,1090,i,15%,1.6,1158,i,-2,2%
COc1ccccc1/C=C\C=N\NC(=O)CCn1nnc2ccccc21,0.095,-0.023,0.17,0.48,2.7,3.6,6.5,-11,4,0.8,456,i,-1%,0.24,1105,i,-10,-4%
O=C(NCCN1CCc2ccccc2C1)C1CCN(S(=O)(=O)N2CCCCC2)CC1,0.076,-0.38,-0.28,0.66,4.3,2.6,6.9,-18,-4,-5.8,947,i,12%,-0.46,956,i,6,11%
Nc1sc(-c2ccccc2)n[n+]1Cc1cccc2cccnc12,-0.73,-0.8,-0.62,0.16,·,·,·,·,·,0.6,1269,i,·,-0.71,778,·,·,·
Cc1ccc2oc(=O)c3cnn(CC(=O)NCCCOC(C)C)c3c2c1,-0.6,0.26,-0.11,0.13,4.3,3.5,1.3,2,-8,·,·,i,-6%,0.23,800,i,4,-1%
O=C(NCCCCCCNC(=O)C1CCCC1)C1CCCC1,-0.63,-0.25,-0.095,-0.013,3.2,2.9,6.0,-15,-10,·,·,i,-1%,·,·,i,-5,4%
O=c1c2ccccc2nc2n1CCC2O (stereo unspecified),1.1,-0.1,0.86,-1.3,0.4,1.0,4.7,-2,-1,3.7,965,i,2%,-0.82,1376,i,23,2%
N/C(=N\N=C\c1ccc(O)cc1)c1nonc1N,-0.74,-0.36,-0.48,0.92,4.0,3.8,5.6,-8,13,0.0,1054,i,4%,0.14,1229,i,34,-5%
CCC1C(=O)CC(c2ccccc2)NC1c1ccccc1 (stereo unspecified),0.3,-0.35,-0.38,0.57,3.9,1.2,8.3,-12,-19,-0.2,1517,i,-5%,-0.29,1522,i,18,-3%
COc1ccc(-c2nnc(SCc3c(C)noc3C)n2N)cc1OC,-0.53,-0.17,0.43,0.064,2.4,1.4,4.7,16,11,-3.8,1375,i,10%,0.17,1497,i,18,7%
NC(=O)COC(=O)/C=C/c1ccc(S(=O)(=O)N2CCCCCC2)cc1,-0.82,-0.23,-0.03,0.21,2.7,2.4,6.6,-13,-1,-0.7,1112,i,-13%,-1.2,1292,i,0,-25%
CCOC(=O)N1CCC(Nc2c(NCCCN3CCN(CC)CC3)c(=O)c2=O)CC1,0.64,0.53,0.48,-1.6,1.6,0.9,9.6,-13,-3,-0.5,1153,i,1%,-0.24,852,i,4,8%
Cc1ccc(CN2CN(S(=O)(=O)c3cccs3)c3nc4ccccc4nc32)cc1,0.24,-0.16,-0.062,0.68,2.9,1.1,12,10,3,0.3,1384,·,-38%,-0.69,1000,i,-20,-18%
CC(C)CCNC(=O)CN(C(=O)CCC(=O)Nc1ccccn1)c1ccc(F)c(Cl)c1,-0.76,-0.36,0.049,1.4,2.1,1.3,6.0,-6,18,-1.6,1033,i,-4%,1.8,1064,i,5,-9%
O=C(CP(=O)(c1ccccc1)c1ccccc1)Nc1nc2ccccc2s1,0.54,-0.21,0.18,0.0033,·,·,·,·,·,0.2,1262,i,·,-0.06,1067,·,·,·
OCC(Cc1ccccc1)NCc1ccccc1C(F)(F)F (stereo unspecified),0.8,-0.046,0.12,0.52,3.1,2.0,3.6,19,12,-0.7,586,i,-6%,-0.44,1400,i,-1,-9%
CS(=O)(=O)N(Cc1ccc(C(=O)NN=C2CCCC2)cc1)c1ccccc1,-1,-0.26,-0.95,1,1.6,3.8,4.1,-13,-20,·,·,i,2%,0.1,1264,i,0,14%
CCOC(=O)N1CCN(C/C(C)=C/c2ccccc2)CC1,-0.85,0.1,-0.37,0.76,3.5,3.2,5.9,6,23,0.9,1056,i,5%,·,·,i,-4,6%
Cc1cc(=O)oc2cc(O)c(N=Nc3ccccc3)cc12,0.4,-0.13,0.23,-1.2,·,·,·,·,·,-0.5,1115,i,·,0.45,1442,·,·,·

# Some of the entries so far, with two lines to a compound.
# Values run as follows: Dynein cargo inh	Dynein cargo inh cytoplasmic EGFP	Dynein cargo inh nuclear GR-EGFP	Dynein cargo inh cell count	MT stabilize HCS	MT stabilize HCS Hoechst-high %	MT stabilize HCS cytotoxicity %	WT yeast gro inh	WT yeast gro inh mutant strain	b-catenin transl	b-catenin transl cell count 5 µM	Yfh1-depleted yeast	PMI inhibition	Ins promoter up	Ins promoter up cell count	Autophagy HCS	Autophagy HCS cell loss 18 h	human PMI inhibition
- OCC(Cc1ccccc1)NCc1ccccc1C(F)(F)F (stereo unspecified)
→ 0.8	-0.046	0.12	0.52	3.1	2.0	3.6	19	12	-0.7	586	i	-6%	-0.44	1400	i	-1	-9%
- CCOC(=O)N1CCN(C/C(C)=C/c2ccccc2)CC1
→ -0.85	0.1	-0.37	0.76	3.5	3.2	5.9	6	23	0.9	1056	i	5%	·	·	i	-4	6%

# Bioassay records from PubChem BioAssay.
